AmpC det inh = AmpC beta-lactamase inhibition, detergent assay | P00811 | purified AmpC, nitrocefin hydrolysis with detergent | Potency, µM (top dose mostly 28.7 µM), for the others: at the top dose activity change, negative = inhibition | hit rate 0.09% among 71,000 | AID 584; active = well fitted curve in the direction sought with a large enough effect
Target sequence (P00811 whole entry, looked up): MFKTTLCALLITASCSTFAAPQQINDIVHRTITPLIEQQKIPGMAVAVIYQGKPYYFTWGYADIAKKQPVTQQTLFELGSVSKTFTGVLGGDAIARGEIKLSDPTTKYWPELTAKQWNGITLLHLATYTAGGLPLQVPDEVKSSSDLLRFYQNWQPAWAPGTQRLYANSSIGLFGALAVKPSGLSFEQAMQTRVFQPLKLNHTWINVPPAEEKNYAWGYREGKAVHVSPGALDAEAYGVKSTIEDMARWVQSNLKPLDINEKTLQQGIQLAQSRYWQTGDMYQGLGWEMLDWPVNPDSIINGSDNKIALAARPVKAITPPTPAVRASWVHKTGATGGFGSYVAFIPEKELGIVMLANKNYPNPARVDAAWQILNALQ
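E. coli AmpC (5.3 nM) in 20 mM phosphate pH 7.0 with 0.01% Triton X-100, preincubated 15 min RT with compound; nitrocefin (2 uL of 800 uM stock) hydrolysis followed by 480 nm absorbance every 20 s over 4 min.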
* marks the source's active call; other numbers are inactive results; & = joins results of further samples; [ ] = remark or other dose. % is set by controls: 0 for no effect and ±100 for the full control effect; potency is the fitted concentration of half-maximal effect. These rows are one share of the data (hit frequency here may not be typical).

SMILES	AmpC det inh
COC(=O)[C@@]1(C)C[C@@H]1[C@@H](NC(=O)[C@@]1(C)C[C@@H]1[C@@H](NC(=O)[C@@]1(C)C[C@@H]1[C@@H](NC(=O)[C@@]1(C)C[C@@H]1[C@@H](NC(=O)OCc1ccccc1)c1ccccc1)c1ccccc1)c1ccccc1)c1ccccc1	15%
Cc1[nH]c2ccc(-c3nnc(SCC(=O)c4ccc(F)cc4)o3)cc2c1C	0%
CC(=O)c1cc(C#N)c(SCCC(C)C)nc1C	-6%
CC1=C(C(=O)N(C)C)C(c2ccc(Cl)c(Cl)c2)NC(=O)N1 (stereo not given)	-5%
Clc1ccc(-c2nnc(SCc3ccon3)o2)c(Cl)c1	-7%
Cc1cnc(CNc2cc(-c3ccc4c(c3)OCO4)ncn2)cn1	13%
O=C(O)[C@@H](O)[C@H](O)C(=O)O	-3%[5.75 µM]
O=C(CSc1nc2c(c(=O)n1-c1ccc(Cl)cc1)SCC2)NCc1ccco1	1%
O=C1CSC(c2ccccc2)N1CC12CC3CC(CC(O)(C3)C1)C2 (stereo not given)	-5%
CCOC(=O)Cc1nnc(NC(=O)C(CC)Sc2nc(C)cc(=O)[nH]2)s1 (stereo not given)	11%
Cc1ccnc(-n2c(C)nc3ccccc3c2=O)c1	8%
O=CNCC(=O)NC1CCCCCC1	3%
CC1=C(Sc2ccccn2)C(=O)NC(C)(C)C1	-6%
O=C(C1CCN(Cc2ccc(OCc3ccccc3)cc2)CC1)N1CCCC1	-1%
CCN(CC)S(=O)(=O)c1ccc(Cl)c(C(=O)NC2CCCC2)c1	4%

Sorted by SMILES length (smallest number first): part of the list above.
SMILES	AmpC det inh
CC1=C(Sc2ccccn2)C(=O)NC(C)(C)C1	-6%
Clc1ccc(-c2nnc(SCc3ccon3)o2)c(Cl)c1	-7%
O=C(C1CCN(Cc2ccc(OCc3ccccc3)cc2)CC1)N1CCCC1	-1%
CC1=C(C(=O)N(C)C)C(c2ccc(Cl)c(Cl)c2)NC(=O)N1 (stereo not given)	-5%
COC(=O)[C@@]1(C)C[C@@H]1[C@@H](NC(=O)[C@@]1(C)C[C@@H]1[C@@H](NC(=O)[C@@]1(C)C[C@@H]1[C@@H](NC(=O)[C@@]1(C)C[C@@H]1[C@@H](NC(=O)OCc1ccccc1)c1ccccc1)c1ccccc1)c1ccccc1)c1ccccc1	15%

Additional compounds follow:
SMILES	AmpC det inh
COc1ccccc1NC(=O)Cn1cnc2c(cnn2-c2ccc(C)c(C)c2)c1=O	5%
CCSc1nc2ccccc2n1CC(=O)N1CCCCC1	13%
CCCCC=O	9%
CCCCNC(=O)OC1CCS(=O)(=O)C1 (stereo not given)	-3%
N#CC[n+]1cc(-c2ccc(Cl)cc2)n2c1CCC2	-7%
CCc1ccc(C2CC(c3ccccc3C)n3nc(N)nc3N2)cc1 (stereo not given)	7%
Cn1c(=O)c2cc(S(=O)(=O)NC(C(=O)N3CCCCCC3)c3ccccc3)ccc2n(C)c1=O (stereo not given)	13%
CNC(=O)[C@@]1(Cc2ccccc2)C=C[C@@H](C)N1C(=O)OC	0%
COc1cccc(Cn2c(=O)c(-c3cccs3)nc3cnc(OCc4ccccc4)nc32)c1	0%
CCn1c(SCCOc2ccc(OC)cc2)nnc1C(CO)NC(=O)c1ccc(OC)cc1 (stereo not given)	-2%
Cc1nc2ccccc2n2c(O)c(CC(=O)O)cc12	7%
O=C1c2ccccc2C(=O)N1CCCCn1c(=O)oc2ccccc21	-5%
COc1cccc(CC(C(=O)Nc2cc(C)ccc2C)c2nn[nH]n2)c1OC (stereo not given)	-7%
COC(=O)CCN(C1CCCCC1)S(=O)(=O)c1ccc(S(=O)(=O)N2CCCCC2)cc1	-1%
O=c1[nH]c2cc(Cl)ccc2c(O)c1-c1cccc(Oc2ccccc2)c1	3%
O=C(NCCCN1CCc2ccccc2C1)C1CCN(c2nnc(-n3cccc3)s2)CC1	9%
COc1cccc(N(CC(=O)Nc2cccc(N(C)S(C)(=O)=O)c2)S(C)(=O)=O)c1	-4%
CCCN=C(N)NCCC[C@H](N)C(=O)O	-3%
COc1ccc(OC)c(NC(=O)CCN2CCCCC2)c1	-3%
O=C(CSc1nnc(-c2ccccc2)n1Cc1ccccc1)N1CCCC1	11%
COC(=O)COc1ccc(S(=O)(=O)Nc2ccc(C(N)=O)cc2)cc1	-7%
Cc1csc(NC(=O)CSc2nnc(-c3ccncc3)n2C)n1	0%
O=C(c1cc(-c2ccncc2)nc2ccc(Br)cc12)N1CCN(c2ccccn2)CC1	0%
COc1ccccc1N1CCN(C(=O)c2ccc(S(=O)(=O)N3CCCCCC3)cc2)CC1	-8%
Cc1ccc(S(=O)(=O)Cn2nnnc2C(C(C)C)N2CCN(Cc3ccco3)CC2)cc1 (stereo not given)	0%
CCOc1ccccc1C1C(C#N)=C(N)Nc2onc(-c3ccccc3)c21 (stereo not given)	3%
N#Cc1cccc(NC(=O)N2CC[C@@]3(CCCN(C(=O)c4cc(C(F)(F)F)cc(C(F)(F)F)c4)C3)C2)c1	-3%
COC(=O)CCC(=O)Nc1cccc(Br)c1	-5%
COc1ccc(CCN2CC(O)=C(c3nc4ccccc4c(=O)[nH]3)C2=N)cc1OC	-4%
CCS(=O)(=O)N1CCCC(C(=O)NCCCN2CCCC2=O)C1 (stereo not given)	-2%

Reprinted from the part before: 3 entries, followed by the next part.
SMILES	AmpC det inh
COC(=O)CCC(=O)Nc1cccc(Br)c1	-5%
COc1ccc(CCN2CC(O)=C(c3nc4ccccc4c(=O)[nH]3)C2=N)cc1OC	-4%
CCS(=O)(=O)N1CCCC(C(=O)NCCCN2CCCC2=O)C1 (stereo not given)	-2%
N#Cc1sc2nc3c(c(-c4cccnc4)c2c1N)CCC3	-4%
COc1cc(C(=O)NC2CCN(Cc3nnnn3Cc3cccs3)CC2)cc(OC)c1OC	-2%
CCOC(=O)C(C)(C)[C@H](O)C(C)C	-4%[5.75 µM]
CCOC(=O)c1ccc(CNC(=O)c2n[nH]c(=O)c3ccccc23)o1	-3%
Cc1ccc(S(=O)(=O)Cc2ccc(C(=O)N3CCCC3)o2)cc1	12%
Cc1noc(C)c1CSc1nnc2cc(C)c3ccccc3n12	-4%
CC(C)OC(=O)Nc1ccc(Oc2c(F)c(F)c(F)c(F)c2F)cc1	-2%
COc1cccc(C(=O)NC2=NCCS2)c1	-2%
O=c1[nH]c(=O)n(CCc2ccc(F)cc2)c(O)c1C=NCCCn1ccnc1	-1%
CCOC(=O)C1CCCN(C(=O)c2c(-c3ccccc3Cl)noc2C)C1 (stereo not given)	-6%
Cn1c(C(=O)NCC2CCCO2)cc2c(=O)n(C)c3ccccc3c21 (stereo not given)	12%
O=c1oc2ccccc2c(O)c1CN1CCCCC1	-2%
CC1CCN(S(=O)(=O)c2ccc3c(c2)c(=O)c(C(=O)NC2CCCC2)cn3C)CC1	-6%
Cc1ccc2c(c1)cc(CN(Cc1ccc3c(c1)OCO3)C(=O)c1cnccn1)c1nnnn12	1%
O=C(Cn1nc(Cc2cccnc2)c2ccccc2c1=O)NCC1CCCO1 (stereo not given)	8%
CCOC(=O)CCCCC(=O)c1[nH]c(=O)[nH]c1Cn1ccnc1	-3%
CCn1c(SCC(=O)O)nnc1C1CCCCC1	9%
O=S1(=O)N=C(Oc2ccccc2)c2ccccc21	11%
CN(C)c1ccc(P(=O)(OCc2ccccc2)C(O)c2ccncc2)cc1 (stereo not given)	-3%
Cc1[nH]c(=O)[nH]c(=O)c1CSc1nnc([C@@H](NC(=O)OC(C)(C)C)C(C)C)o1	0%
O=C(CSC1=NCCS1)NC1CCCCC1	-4%
CCOC(=O)CCc1c(C)c2ccc(OC(C)C(=O)OCC)c(C)c2oc1=O (stereo not given)	-5%
N[C@@H](Cc1ccccc1)P(=O)(O)O	-4%[5.75 µM]
O=c1nc2c(-c3ccccc3F)n[nH]n2c2ccccc12	4%
COc1ccccc1C(=O)Nc1c2c(nn1-c1cccc(C)c1C)CS(=O)C2 (stereo not given)	-4%
CSc1ccccc1-n1nnnc1SCc1ccccc1	1%
CC(=O)c1cccc(NC(=O)COc2ccc(S(=O)(=O)N3CCCCC3)cc2)c1	-6%
Clc1cccc(-c2nc3nc4ccccc4nc3n2Cc2ccco2)c1	-3%
CCN1CCN(C(c2cccs2)C(C)NC(=O)c2ccccc2F)CC1 (stereo not given)	10%
O=C(Nc1cnccn1)c1ccncc1	-2%
COC(=O)N1CCC2(CCCN(c3ccc(-c4ccccc4)cc3)C2)CC1	3%
NC(N)=NCCCC(=O)O	-3%[5.75 µM]
Cc1ccc(-n2nc(C)c3c2OC(N)=C(C#N)C3c2cccs2)cc1 (stereo not given)	1%
CC(=O)CCc1ccc(OCCCCn2cncn2)cc1	-1%
Cn1cc(/C=N/n2cnc3sc4c(c3c2=O)CCCC4)c2ccccc21	0%
NNC(=O)CCSc1ccccc1	-4%[5.75 µM]
CCCCCOC(=O)C1C2C=CC3(CN(c4ccccc4C)C(=O)C13)O2 (stereo not given)	-3%
CCC(=O)Nc1cccc(NC(=O)CSc2nnnn2C2CCCC2)c1	-3%
CCSc1nnc(N2C(=O)CC(c3ccsc3)C3=C2CC(C)(C)CC3=O)s1 (stereo not given)	2%
CCOc1ccc(C(=O)c2ccncc2)cc1	-1%
COC(=O)[C@@H]1C[C@H]1[C@@H](NC(=O)c1cc(C)on1)c1ccccc1	-1%
CCCc1cc(=O)oc2cc(C)cc(OCC(=O)O)c12	-2%
COc1ccc(C2C(C#N)=C(N)Oc3n[nH]c(-c4ccccn4)c32)c(OC)c1OC (stereo not given)	-2%
CCOC(=O)C1=C(C)NC(=O)N[C@@H]1c1coc2cc(C)cc(C)c2c1=O	-4%[5.75 µM]
Cc1csc(/C(C#N)=N/O)n1	-2%
O=C(CSc1ncccc1-c1nc2ccccc2[nH]1)NCc1ccco1	-1%
CC(/C=N/n1cnnc1)=C\c1ccco1	-6%
COc1ccc(-n2nnnc2S(=O)(=O)CC(=O)N2CCCCC2)cc1	8%
Cc1noc(C)c1-c1cc(NCCN2CCOCC2)ncn1	11%
O=C(NCc1ccccc1)C1CCCN1S(=O)(=O)c1cccc2cccnc12 (stereo not given)	10%
CCOC(=O)CN1C2=NCCN2c2ccccc21	-3%
Cc1ccc(OCCCC(=O)N2CCOCC2)c(C)c1	-6%
Cc1cc(S(=O)(=O)N2CCN(Cc3ccccc3)CC2)c(C)s1	11%
COc1ccc(C2(C(=O)Nc3ccc(C(=O)O)cc3)CCOCC2)cc1	-2%
COc1ccc(NC(=O)N(C2CCCCC2)C(C)c2ccco2)c(OC)c1 (stereo not given)	-1%
Cc1ccc(-n2ncc3c(Nc4c(C)n(C)n(-c5ccccc5)c4=O)ncnc32)c(C)c1	1%
COCCCn1c(=N)c(C(=O)NCc2ccc3c(c2)OCO3)cc2c(=O)n3ccccc3nc21	-2%
Cc1c(C(=O)O)c2cc(O)ccc2n1-c1ccccc1	-3%
Fc1ccc(NCc2cn3ccccc3n2)cc1	14%
O=C(COc1ccc2oc3c(c2c1)CCCC3)Nc1ccccn1	12%
(continued)
SMILES	AmpC det inh
COCC(=O)Nc1nnc(-c2cccs2)s1	10%
O=C(NCc1ccccn1)C1CCC(=O)N1C1CCCC1 (stereo not given)	8%
N#Cc1ccccc1Cn1c(=O)n(Cc2ccc(C(=O)NCc3ccco3)cc2)c(=O)c2ccccc21	4%
O=C(CSc1nnc(-c2cnccn2)n1Cc1ccco1)c1ccc(Cl)cc1	-5%
CC1CC=C2C(C#N)=C(N)C(C#N)(C#N)C(c3cccs3)C2C1 (stereo not given)	5%
CCOC(=O)c1ccc(S(=O)(=O)n2c(CN3CCCCC3)nc3ccccc32)cc1	-3%
C=C1[C@@H](O)C2C=CC[C@H](C)C(=O)[C@@](C)(O)C=C[C@@H](OC(C)=O)[C@@]23C(=O)N[C@H](Cc2ccccc2)[C@@H]3[C@@H]1C (stereo not given in full)	0%
N#Cc1ccc(CN2CCC3(CC2)CCN(C(=O)c2ccco2)CC3)cc1	0%
Cc1ccnc2c1NC(=O)c1cccnc1N2C1CC1	-1%&12%
COc1ccc(C)cc1NS(=O)(=O)c1ccc(NS(=O)(=O)c2ccc(NC(C)=O)cc2)cc1	-3%
O=c1cc(N2CCOCC2)oc2c(-c3ccccc3)cccc12	-1%&-1%
O=C(O)C(Br)Br	8%
CC[C@H]1CN2CC[C@@H]1C[C@H]2[C@@H](O)c1ccnc2ccc(OC)cc12	-3%[12.8 µM]
Nc1ccc(S(=O)(=O)c2ccc(NC(=O)c3cccnc3)cc2)cc1	-6%[5.75 µM]
C=CCn1c(SCC(=O)Nc2cc3oc4ccccc4c3cc2OC)nnc1-c1cnccn1	0%

Two compounds picked at random from those above:
SMILES	AmpC det inh
COC(=O)N1CCC2(CCCN(c3ccc(-c4ccccc4)cc3)C2)CC1	3%
O=C(Cn1nc(Cc2cccnc2)c2ccccc2c1=O)NCC1CCCO1 (stereo not given)	8%

Continuation.
SMILES	AmpC det inh
CCN(CC)C(=O)c1cc(-c2ccccc2OC)on1	-4%
CCOC(=O)c1ccc(S(=O)(=O)N2CCC(C(=O)OCC)CC2)cc1	14%
O=S(=O)(c1ccc(S(=O)(=O)N2CCN(Cc3ccccc3)CC2)cc1)N1CCOCC1	2%
COc1ccc(S(N)(=O)=O)cc1C(=O)NCC1(N2CCCCC2)CCCCC1	-2%
Cc1ccc2cc3cc(C(=O)NCCCN4CCCCCC4)oc3nc2c1	-1%
O=C(NCCN1CCOCC1)c1ccncc1	-1%
CC(C)CC(C)N (stereo not given)	10%
CN1CCN(Cc2nc3c(c(=O)n(C)c(=O)n3C)n2Cc2ccccc2Cl)CC1	9%
O=C(NC1CCCC1)c1cnn2c(C(F)(F)F)cc(-c3ccco3)nc12	-5%
CCn1c(=N)c(C(=O)OC)cc2c(=O)n3ccccc3nc21	11%
Cc1nc(SCC(=O)Nc2cccc(Cl)c2)n[nH]1	3%
CC(Oc1ccccc1)C(=O)Nc1ccc(S(=O)(=O)N2CCOCC2)cc1 (stereo not given)	-2%
Cc1ccc2cc(CN(CCN3CCCC3)C(=O)Nc3ccc(F)cc3)c(=O)[nH]c2c1C	6%
Cc1nc2sccn2c1-c1nc(C2CC2)c(C(=O)c2ccc3c(c2)NC(=O)CO3)s1	-4%
